Screening results: PubChem, Sanford-Burnham Center for Chemical Genomics
mIAP act: activators of mouse IAP, primary screen, biochemical, luminescence, uHTS; intestinal alkaline phosphatase [Mus musculus]; muIAP, CDP-Star luminescence, 30 min; stronger effect = higher value; 1 = vehicle-only enzyme signal, 0 = enzyme-free wells; activation factor at 10 µM; hit rate 0.24% among 330,000; AID 2805, 2010;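 active = activation factor of at least 2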; also: the source names both 10 and 20 µM as test concentration; values of inactives mirror those of a sister screen read the other way
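also added = chemiluminescent substrate CDP-Star | test system = mouse IAP enzyme | signal = chemiluminescence readout | compound = DMSO-dissolved test compounds | incubation = 30 min at room temperature | benchmarks = DMSO wells, no-enzyme wells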
NALP3 yeast inh: NALP3 inflammasome inhibitors in reconstituted yeast, primary screen, luminescence, uHTS; Yeast reconstituted NLRP3/ASC/caspase-1, beta-gal luminescence, 24 h; inhibition, % at 10 µM; hit rate 0.39% among 330,000;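 active = inhibition of 50% or more; inactive = inhibition below 50%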;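 also: plate controls were induced DMSO wells for no effect and uninduced yeast grown without galactose for full effect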
hIAP block: human IAP inhibitors, primary screen, biochemical, luminescence, uHTS; Intestinal-type alkaline phosphatase (Homo sapiens), P09923; purified IAP, CDP-Star luminescence, 30 min; inhibition, % at 10 µM; hit rate 0.12% among 330,000; AID 2544, 2010;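 active = inhibition reaching a set limit with compound at 10 µM in the primary screen, cut at about 35% in these data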;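 also: plate controls were DMSO wells with enzyme for no effect and no-enzyme buffer wells for full effect; values of inactives mirror those of a sister screen read the other way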
ATG4B inh: ATG4B protease inhibitors, primary screen, biochemical, fluorescence, uHTS; Cysteine protease ATG4B (Homo sapiens), Q9Y4P1; ATG4B cleavage of LC3-PLA2, NBD-HPC fluorescence, 1 h; inhibition, % at 8.33 µM; hit rate 0.51% among 340,000; AID 504462, 2011; in the data active = inhibition above about 40%
Apaf1 inhib: inhibitors of human Apaf-1 apoptosome, primary screen, biochemical, DEVD-Rh110 fluorescence, uHTS; reconstituted apoptosome caspase-3 activity; inhibition, % at 20 µM; hit rate 0.71% among 330,000; AID 489030, 2010; active = inhibition of at least 40% at 20 µM;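 also: plate controls were DMSO wells for no effect and DEVD-CHO caspase inhibitor wells for full effect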
Target sequence (O14727 whole entry, looked up): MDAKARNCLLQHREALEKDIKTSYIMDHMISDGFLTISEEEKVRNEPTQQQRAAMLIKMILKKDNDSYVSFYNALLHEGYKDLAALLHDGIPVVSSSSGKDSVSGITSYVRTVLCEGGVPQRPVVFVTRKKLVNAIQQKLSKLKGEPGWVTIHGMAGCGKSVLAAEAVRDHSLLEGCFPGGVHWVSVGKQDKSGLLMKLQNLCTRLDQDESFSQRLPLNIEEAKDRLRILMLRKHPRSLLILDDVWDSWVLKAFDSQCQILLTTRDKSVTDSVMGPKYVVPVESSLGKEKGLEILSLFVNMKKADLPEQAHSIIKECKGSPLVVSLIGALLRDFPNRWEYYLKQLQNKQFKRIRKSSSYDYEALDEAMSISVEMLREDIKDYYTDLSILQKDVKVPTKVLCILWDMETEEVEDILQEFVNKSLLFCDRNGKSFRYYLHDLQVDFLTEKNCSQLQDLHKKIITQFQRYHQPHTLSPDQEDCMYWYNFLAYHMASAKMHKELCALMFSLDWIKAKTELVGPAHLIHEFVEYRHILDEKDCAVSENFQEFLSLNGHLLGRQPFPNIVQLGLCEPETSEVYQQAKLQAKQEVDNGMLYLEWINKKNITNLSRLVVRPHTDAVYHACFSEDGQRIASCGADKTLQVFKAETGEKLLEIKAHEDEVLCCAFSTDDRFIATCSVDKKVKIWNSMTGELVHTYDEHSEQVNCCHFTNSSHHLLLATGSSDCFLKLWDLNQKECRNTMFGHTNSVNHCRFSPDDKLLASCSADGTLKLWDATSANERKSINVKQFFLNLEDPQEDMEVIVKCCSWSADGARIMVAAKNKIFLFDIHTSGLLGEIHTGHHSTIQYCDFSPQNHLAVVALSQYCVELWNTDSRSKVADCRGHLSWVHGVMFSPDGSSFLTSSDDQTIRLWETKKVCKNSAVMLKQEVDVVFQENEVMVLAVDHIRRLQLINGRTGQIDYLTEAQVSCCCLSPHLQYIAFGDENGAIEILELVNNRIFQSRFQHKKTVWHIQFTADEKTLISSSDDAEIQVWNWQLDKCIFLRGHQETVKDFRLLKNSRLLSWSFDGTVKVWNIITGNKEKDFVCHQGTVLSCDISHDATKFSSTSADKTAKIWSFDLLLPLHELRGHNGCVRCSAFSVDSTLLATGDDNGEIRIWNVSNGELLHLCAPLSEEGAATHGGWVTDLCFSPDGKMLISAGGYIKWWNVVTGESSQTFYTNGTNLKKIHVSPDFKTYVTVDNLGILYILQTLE
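System – cell-free apoptosome with Apaf-1, procaspase-3 and caspase-9 · Buffer or medium – pH 7.5 Hepes buffer with CHAPS, BSA, DTT · Also added – cytochrome c with DEVD-Rh110 · Times – 30 min compound preincubation, 50 min activation, room temperature · Technique – Rh110 fluorescence intensity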
mIAP block: inhibitors of mouse IAP, primary screen, biochemical, luminescence, uHTS; intestinal alkaline phosphatase [Mus musculus]; purified mouse IAP, CDP-Star luminescence, 30 min; inhibition, % at 10 µM; hit rate 0.2% among 330,000; AID 2806, 2010;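 active = inhibition of at least 40% at 10 µM in the primary screen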;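 also: plate controls were DMSO with enzyme for no effect and no enzyme wells for full effect; values of inactives mirror those of a sister screen read the other way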
TIM10 inh: growth inhibitors of isogenic TIM10 control yeast, primary screen, counter-screen for tim10-1 yeast inhibitor project, luminescence, uHTS | AID 463195, 2010 | inhibition, % at 10 µM | hit rate 1.4% among 330,000 | S. cerevisiae TIM10 strain growth, BacTiter-Glo luminescence, 24 h;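 active = inhibition of 40% or more at the single tested concentration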;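 also: wild-type TIM10 isogenic control strain grown at permissive 25 °C; 0% = DMSO yeast wells and 100% = minimal medium wells without yeast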
tim10-1 inh: growth inhibitors of tim10-1 mutant yeast, primary screen, luminescence, uHTS; S. cerevisiae tim10-1 ts strain growth, BacTiter-Glo, 24 h; inhibition, % at 20 µM; hit rate 2.2% among 330,000; AID 463190, 2010;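 active = inhibition of at least 40%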;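 also: mutant grown at 25 °C; 0% = DMSO wells with yeast and 100% = wells holding no yeast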
hIAP activ: human IAP activators, primary screen, biochemical, luminescence, uHTS | activation factor at 10 µM | AID 2524, 2010 | purified human IAP, CDP-Star luminescence, 30 min; stronger effect = higher value; 1 = vehicle-only enzyme, 0 = enzyme-free background | hit rate 0.16% among 330,000;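 active = activation factor of the enzyme at least 2-fold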; also: the source names both 10 and 20 µM as test concentration; values of inactives mirror those of a sister screen read the other way
* = called active by the depositor; . = no result given.

SMILES	mIAP act	NALP3 yeast inh	hIAP block	ATG4B inh	Apaf1 inhib	mIAP block	TIM10 inh	tim10-1 inh	hIAP activ
CCn1cc(/C=C(\NC(=O)c2ccccc2F)C(=O)NCCCN2CCOCC2)c2ccccc21	0.96	5	24	-4	1	4	2	20	0.77
CC(=O)Nc1ccc(C(=O)Nc2nc(-c3ccccn3)cs2)cc1	1.1	1	-28	-1	6	-7	-8	0	1.3
COc1cc2c(C(=O)O)c(C)n(C)c2c2ccccc12	1	27	10	6	5	0	-11	9	0.9
COc1ccc(N2C(=O)C(CC(=O)Nc3ccc(F)cc3)N(CCc3cccs3)C2=O)cc1 (centres undefined)	1.1	-17	21	2	-1	-8	27	21	0.79
CC(=O)Nc1ccc(-c2nnc(SCc3ccccc3C#N)n2C)cc1	0.89	-7	6	11	-6	11	-5	9	0.94
CCOC(=O)c1c2ccc(OCC(=O)N/N=C/c3ccc(C)cc3)cc2n2ccccc12	1.7	10	-15	-4	35	-70	-10	-9	1.2
Cc1cc(C(=O)Nc2ccon2)c(C)o1	1.1	2	-11	-7	-9	-6	-12	4	1.1
Cc1ccccc1N=C1NC(=O)/C(=C/c2cccn2C)S1	0.91	5	-12	-8	6	9	32	27	1.1
CCNc1nc2ccccc2[nH]1	1	20	5	3	-5	-4	-6	3	0.95
Cc1ccn(CC(C)C(=O)O)n1 (centres undefined)	0.97	6	1	8	-4	3	8	0	0.99
O=C(O)CSc1c2ccccc2cc2ccccc12	0.86	-1	0	-2	-7	14	22	23	1
Clc1ccc(Cn2nnc(-c3ccccc3)n2)cc1	1	34	9	-5	10	-3	5	7	0.91
CN1C(=O)NC(NC(=O)C2CCCCC2)(C(F)(F)F)C1=O (centres undefined)	0.94	12	17	-3	-4	6	-4	-3	0.83
O=c1oc2cc(Oc3ccc(C(F)(F)F)cc3[N+](=O)[O-])ccc2c2c1CCCC2	0.89	19	7	-19	7	11	10	19	0.93
COc1ccc(CCNC(=S)NC(=O)c2ccccc2)cc1C	0.86	16	10	11	0	14	45*	23	0.9

Pulled by structure from the entries so far (five):
SMILES	mIAP act	NALP3 yeast inh	hIAP block	ATG4B inh	Apaf1 inhib	mIAP block	TIM10 inh	tim10-1 inh	hIAP activ
CCNc1nc2ccccc2[nH]1	1	20	5	3	-5	-4	-6	3	0.95
COc1ccc(N2C(=O)C(CC(=O)Nc3ccc(F)cc3)N(CCc3cccs3)C2=O)cc1 (centres undefined)	1.1	-17	21	2	-1	-8	27	21	0.79
Cc1cc(C(=O)Nc2ccon2)c(C)o1	1.1	2	-11	-7	-9	-6	-12	4	1.1
COc1cc2c(C(=O)O)c(C)n(C)c2c2ccccc12	1	27	10	6	5	0	-11	9	0.9
O=c1oc2cc(Oc3ccc(C(F)(F)F)cc3[N+](=O)[O-])ccc2c2c1CCCC2	0.89	19	7	-19	7	11	10	19	0.93

(more compounds)
SMILES	mIAP act	NALP3 yeast inh	hIAP block	ATG4B inh	Apaf1 inhib	mIAP block	TIM10 inh	tim10-1 inh	hIAP activ
C/C=C(\C)CN1CCC(n2nccc2NC(=O)CCCc2ccccc2)CC1	1.2	7	-40	-3	5	-19	8	10	1.4
COc1cccc(NC(=O)c2oc3ccccc3c2NC(=O)c2ccc3c(c2)OCO3)c1	0.98	1	11	-7	1	2	21	32	0.89
O=[N+]([O-])c1cc([N+](=O)[O-])c2cc(-c3cccnc3)[nH]c2c1	0.82	18	14	-2	-13	18	2	2	0.86
O=C(Nc1ccccc1Cl)C1(c2ccccc2)CC1(Cl)Cl (centres undefined)	0.99	-16	14	4	5	1	0	7	0.86
C=CCOC(=O)/C(=C\c1ccccc1)NC(=O)c1ccco1	1.1	15	-1	-9	-6	-8	17	19	1
Cc1cc(NC(=O)CSc2n[nH]c(-c3cccs3)n2)no1	0.98	1	18	0	-21	2	-11	11	0.82
O=C(Cn1c(=S)[nH]c2ccccc2c1=O)N1CCN(c2ccc(F)cc2)CC1	1	4	16	-4	6	-3	5	21	0.84
CC(C)[C@H](NC(=O)[C@@H]1CSC2c3ccccc3C(=O)N21)C(=O)NCc1ccco1 (some centres undefined)	0.92	20	13	-3	-12	8	7	3	0.87
Cc1cccc(N(C(=O)c2ccco2)C(C(=O)NC2CCCC2)c2cccnc2)c1C (centres undefined)	0.99	-2	-11	-5	2	1	8	26	1.1
CNc1c(NS(=O)(=O)c2ccc(Cl)s2)c(=O)oc2ccccc12	0.94	11	12	-5	0	6	-14	-2	0.88
COc1ccc(S(=O)(=O)N2Cc3ccccc3CC2C(=O)Nc2ccc(O)cc2)cc1OC (centres undefined)	1	9	-6	-12	3	-4	-2	9	1.1
CCSc1nnc2c3cc(CC)ccc3n(C)c2n1	0.96	30	-12	5	6	4	29	-17	1.1
COc1cc(/C=C(\C#N)C(=O)NCc2cccs2)ccc1O	0.99	15	2	2	-2	1	28	42*	0.98
CCOC(=O)Cc1csc(NC(=O)CSc2ncnc3c2cnn3-c2ccc(OC)cc2)n1	0.9	33	-1	-11	24	10	19	5	1
CN(CCC1CCOCC1)C(=O)CC1C(=O)NCCN1C/C=C/c1ccccc1 (centres undefined)	1.1	2	-8	0	-2	-8	2	0	1.1
CCOc1ccc(S(=O)(=O)N2CC(=O)Nc3ccccc32)cc1	0.98	24	-8	-6	3	2	4	15	1.1
CCn1c(O)c(C=NCc2cccs2)c(=O)n(CC)c1=S	1	17	8	3	11	0	42*	39	0.93
CC(Oc1ccc(Br)cc1)C(=O)Nn1c(=S)[nH]c2ncccc2c1=O (centres undefined)	0.98	-3	-11	.	0	2	4	19	1.1
O=C(NCc1ccc2c(c1)OCO2)c1cccc(S(=O)(=O)N2CCCC2)c1	0.95	23	-16	1	0	5	0	7	1.2
COc1ccc(OC)c(NC(=O)C2CCC(CNc3c(N4CCOCC4)c(=O)c3=O)CC2)c1 (centres undefined)	1	-2	6	1	-16	-4	1	14	0.94
O=c1c2c3c(sc2n(CCN2CCCCC2)c(=O)n1Cc1ccco1)CCCCC3	0.94	9	11	-7	2	6	-1	13	0.89
O=C(CSc1nc2ccccc2o1)NC(=O)NCc1ccccc1	1	8	-13	-12	16	-3	-22	5	1.1
COC(=O)c1ccc(OCC(O)CN2CCN(CC(O)COc3ccc(C(=O)OC)cc3)CC2)cc1 (centres undefined)	1	17	-4	-5	3	-1	-17	7	1
COc1ccc(N=C2SCC(c3ccc([N+](=O)[O-])cc3)=NN2CCO)cc1	1	16	15	-3	6	-2	11	8	0.85
CS(=O)(=O)N(Cc1ccccc1)c1ccc(C(=O)NN=C2CCCCCC2)cc1	0.98	12	12	-2	-1	2	18	17	0.88
O=C(NC1CCCCCC1)c1ccc(Cl)c(S(=O)(=O)N2CCOCC2)c1	1.1	8	-8	-9	2	-9	-14	11	1.1
COc1cc(NC(=O)C23CC4CC(C2)CC(n2nnc(C)n2)(C4)C3)c(OC)cc1Cl	0.99	-5	3	-4	19	1	21	23	0.97
O=C(CCCN1C(=O)c2ccccc2C1=O)Oc1ccc(F)cc1	1	27	5	4	4	-4	-1	12	0.95
COc1ccc(OC)c(CNC(=O)C2CCN(S(=O)(=O)N3CCC(C)CC3)CC2)c1	1	7	-35	5	-9	-2	-4	21	1.3
O=c1[nH]nc(-c2ccc(OCc3ccc(Cl)cc3Cl)cc2)o1	0.99	7	-4	-2	-54	1	-1	-8	1
O=C(NNS(=O)(=O)c1ccccc1)c1cccc(F)c1	1	11	9	5	-19	-5	-1	8	0.91
COC(=O)CNC(=O)C(Cc1c[nH]c2ccccc12)NC(=O)OC(C)(C)C (centres undefined)	1	3	15	-10	2	0	0	1	0.85
COC(=O)C1=C(C)NC(C)=C(C(=O)OC)C1C(=O)OCC(=O)Nc1ccc(C(C)=O)cc1	1	-7	-20	-4	-2	-5	-7	2	1.2
Cn1cccc1/C=C1\SC(=Nc2cccc(O)c2)NC1=O	0.82	16	2	3	-5	18	7	3	0.98
O=C(N/N=C1/CCS(=O)(=O)c2ccc(F)cc21)c1ccccn1	0.91	6	-17	-2	-4	9	3	-19	1.2
CCN1C(=O)[C@H]2[C@H]3CN=C(SCC4CC4)N3[C@@](CC)(C(=O)OC)[C@H]2C1=O	1.1	.	.	4	19	-4	-10	-3	.
Oc1cc(-c2ccccc2)c2ccccc2c1	0.98	-38	4	-8	21	2	7	54*	0.96
O=C1CN(C(=O)COC(=O)Cc2ccccc2F)c2ccccc2N1	0.94	-1	13	4	-4	6	-1	4	0.87
Cc1cnc(CNC(=O)c2ccc3oc(Cc4ccc(Cl)cc4)nc3c2)cn1	0.98	20	-11	-6	13	2	1	17	1.1
C=CCn1c(SCC(=O)c2cccs2)nnc1-c1cccc(OC)c1	0.98	14	-5	6	-28	2	14	26	1.1
CC(C)(C)OC(=O)C[C@@H]1C/C=C\C[C@@H](CC(=O)N(CCO)Cc2ccccc2)C(=O)N[C@@H](c2ccccc2)COC1=O	1.1	7	-12	-11	24	-12	-2	16	1.1
CC(=O)Nc1ccc(NC(=O)c2cc(=O)c3cc(C)c(C)cc3o2)cc1	0.92	-4	2	5	-2	8	2	-2	0.98
CSc1nc(O)c(C(c2ccc(OC(C)C)cc2)c2c(O)nc(SC)[nH]c2=O)c(=O)[nH]1	0.96	18	3	0	-2	4	1	-2	0.97

Copied from the list.
CC(=O)Nc1ccc(NC(=O)c2cc(=O)c3cc(C)c(C)cc3o2)cc1 in ATG4B inh = 5
COC(=O)C1=C(C)NC(C)=C(C(=O)OC)C1C(=O)OCC(=O)Nc1ccc(C(C)=O)cc1 in hIAP activ = 1.2
